BRCA1 expr up: activators of BRCA1 expression. MCF7-BRCA1-FFLuc reporter, luminescence, 48 h; response scale: scaled: vehicle 0%, 10 µM genistein 100%. Potency, µM (doses to about 46.1 µM), for inactives: at the highest dose activation, hits mostly activators. hit rate 1.1% among 380,000; note: potency is the fitted concentration of half-maximal effect; nearly all actives have a fitted effect of over 80% in size; some results filed as inactive show a strong effect at the top dose
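48 h compound treatment of MCF7-BRCA1-FFLuc cells (phenol-red free MEM, 37 °C), then 15 min with luciferase substrate and luminescence imaging.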
Giardia kill: Giardia lamblia killing | hit rate 0.15% among 340,000 | activity change, % at 7.66 µM, hits read low | AID 540267 | Giardia lamblia trophozoite viability; in the data active = activity change below about -80%; inconclusive = between about -30% and that limit;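 note: parasites exposed to compound for two days anaerobically before the ATP read; % is set by controls: 0 for no effect and ±100 for the full control effect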
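Viability, read as ATP luminescence: trophozoites at 100 cells/well, compound added, 48 hrs anaerobic at 37 deg C, then 15-30 min room-temperature development before reading.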
Rab9 promoter act: Rab9 promoter activation. Potency, µM (titrated, usually from 9.22 µM), inactives show at the top dose activation, negative = inhibition, usual class: activators. AID 485297. hit rate 2.8% among 320,000. Huh7 Rab9 promoter-luciferase reporter, luminescence, 24 h; note: potency is the fitted concentration of half-maximal effect; % of control where 0% means no effect; nearly all actives have a fitted effect of over 60% in size
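Huh7 cells stably carrying Rab9 promoter–luciferase reporter, plated 1500 cells/well, compound added after 2 h and incubated 24 h at 37 °C; luciferase luminescence then read after 10 min with detection reagent.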
VP16 counter: inhibits Gal4-VP16 luciferase reporter, ROR gamma counter-screen; AID 2546; Drosophila S2 Gal4-VP16 UAS-luciferase, luminescence, 20 h; Potency, µM (doses to about 53.6 µM), for inactives: top-dose activity, negative = inhibition, hits mostly inhibitors; hit rate 3.5% among 310,000;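 note: Gal4-VP16 expression switched on by copper sulfate through the metallothionein promoter; potency is the fitted concentration of half-maximal effect; % is set by controls: 0 for no effect and ±100 for the full control effect; nearly all actives have a fitted effect of over 50% in size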
NPC1 prom act: activates the NPC1 promoter. AID 485313. Huh7 NPC1 promoter luciferase reporter, 24 h. hit rate 2.4% among 320,000. Potency, µM (highest dose often 9.22 µM), for inactives: top-dose activation, hits mostly activators;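 note: potency is the fitted concentration of half-maximal effect; % of control where 0% means no effect; nearly all actives have a fitted effect of over 60% in size; reporter is driven by a mutant NPC1 promoter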
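Stable NPC1-promoter luciferase Huh7 line; cpd (DMSO) 24 h, 37 °C, 5% CO2; Amplite luciferase reagent 10 min RT; luminescence readout. qHTS format.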
Menin-MLL TR inh: displaces Texas Red mutant MLL peptide from human menin; O00255; Menin + Texas Red MLL mutant peptide, fluorescence polarization; Potency, µM (series often up to 61.6 µM), for the others: at the highest dose FP activity change, negative = inhibition, most hits filed as inhibitors; hit rate 0.23% among 270,000; AID 1768; active = well fitted inhibition curve with a large enough effect in the polarisation, with a control signal flat, not every such curve was filed as active; inconclusive = small, poorly fitted or top-dose-only effect, or effect the other way, or a change in a side signal; inactive = no such curve, though single readings can be large or run the other way; the % refers to the polarisation; note: potency is the fitted concentration of half-maximal effect; % of control where 0% means no effect; many of its hits are not listed in these tables
PKM2 activator: activators of human pyruvate kinase M2 | P14618 | purified PKM2, Kinase-Glo ATP luminescence, activation; response scale: 0% is enzyme alone, no compound | Potency, µM (top dose mostly 57.5 µM), without a hit: at the top dose activation, most hits filed as activators | hit rate 0.34% among 260,000 | AID 1631; note: potency is the fitted concentration of half-maximal effect; % is set by controls: 0 for no effect and ±100 for the full control effect; nearly all actives have a fitted effect of over 55% in size
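hPK-M2, >95% pure; 0.1 mM ADP / 0.5 mM PEP final; imidazole pH7.2 buffer w/ 7 mM MgCl2, 50 mM KCl; 1 h RT; Kinase-Glo lum. Intermediate enzyme activity for dual inhibitor/activator qHTS.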
p53 reactivator: mutant p53 re-activation in reporter cells; H1299 p53-A138V BP100-luciferase reporter, luminescence, 24 h; Potency, µM (series often up to 92.2 µM), for inactives: at the top dose activity change, positive = activation, most hits filed as activators; hit rate 0.063% among 320,000; note: potency is the fitted concentration of half-maximal effect; % of control where 0% means no effect; nearly all actives have a fitted effect of over 45% in size
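p53-null H1299 cells stably carrying temperature-sensitive p53-A138V and a BP100-luciferase reporter were pinned with compounds (4-point, 1:5 series) and held 24 hrs at 37 deg C. Luminescence was read 10 min after detection reagent.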
RORg inh: ROR gamma (mouse) transcription inhibition; hit rate 5.4% among 310,000; Potency, µM (highest dose often 53.6 µM), inactives show top-dose activity change, negative = inhibition, most hits filed as inhibitors; P51450; Drosophila S2 Gal4-RORgamma UAS-luciferase reporter, 20 h; note: potency is the fitted concentration of half-maximal effect; % is set by controls: 0 for no effect and ±100 for the full control effect; nearly all actives have a fitted effect of over 60% in size
Target sequence (P51450 whole entry, looked up, the tested form may be a part): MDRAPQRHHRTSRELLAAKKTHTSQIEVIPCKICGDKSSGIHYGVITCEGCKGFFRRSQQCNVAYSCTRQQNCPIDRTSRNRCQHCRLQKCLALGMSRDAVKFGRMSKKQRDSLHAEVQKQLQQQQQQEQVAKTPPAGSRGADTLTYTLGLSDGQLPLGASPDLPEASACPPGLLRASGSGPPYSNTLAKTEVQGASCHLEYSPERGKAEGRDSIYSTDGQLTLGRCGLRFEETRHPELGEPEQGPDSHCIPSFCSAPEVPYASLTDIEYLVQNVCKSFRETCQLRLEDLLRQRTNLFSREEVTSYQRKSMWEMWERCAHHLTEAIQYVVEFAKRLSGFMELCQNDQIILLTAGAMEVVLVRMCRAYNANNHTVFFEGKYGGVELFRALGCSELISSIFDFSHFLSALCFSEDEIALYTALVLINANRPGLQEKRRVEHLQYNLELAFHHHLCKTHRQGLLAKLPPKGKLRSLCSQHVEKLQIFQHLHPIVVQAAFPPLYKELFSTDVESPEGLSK
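A Gal4/UAS one-hybrid system in insect cells: metallothionein-promoter Gal4–ROR gamma fusion plus Photinus luciferase reporter. Copper sulfate 700 uM final, 20 hr ambient incubation, luminescent detection after 10 min with reagent.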
FLuc modulator: firefly luciferase modulation, counter-screen for miR-21 project. purified FLuc, Km substrates, luminescence inhibition. hit rate 6.9% among 360,000. P08659. Potency, µM (highest dose often 57.5 µM), without a hit: at the highest dose activity change, negative = inhibition, hits mostly inhibitors;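 note: potency is the fitted concentration of half-maximal effect; plate controls were vehicle for no effect and reference inhibitor for full effect; nearly all actives have a fitted effect of over 55% in size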
Target sequence (P08659 whole entry, looked up): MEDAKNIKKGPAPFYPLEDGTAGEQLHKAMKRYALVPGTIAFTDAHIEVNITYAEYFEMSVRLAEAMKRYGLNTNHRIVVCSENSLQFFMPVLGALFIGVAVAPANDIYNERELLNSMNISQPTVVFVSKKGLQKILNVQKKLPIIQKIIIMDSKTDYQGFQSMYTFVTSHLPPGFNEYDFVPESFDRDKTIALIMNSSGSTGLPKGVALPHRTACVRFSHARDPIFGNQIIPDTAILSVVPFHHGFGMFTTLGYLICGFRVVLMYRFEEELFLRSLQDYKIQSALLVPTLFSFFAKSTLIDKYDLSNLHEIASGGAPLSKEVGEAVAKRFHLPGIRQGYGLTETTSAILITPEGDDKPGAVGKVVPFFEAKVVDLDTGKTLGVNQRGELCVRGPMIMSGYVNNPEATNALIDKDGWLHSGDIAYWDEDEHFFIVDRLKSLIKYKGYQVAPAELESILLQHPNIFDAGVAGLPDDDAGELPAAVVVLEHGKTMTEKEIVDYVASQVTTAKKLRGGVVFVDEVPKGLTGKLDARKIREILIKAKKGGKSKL
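Purified P. pyralis luciferase, 10 nM final, with Km-level 10 uM D-luciferin and 10 uM ATP in 50 mM Tris acetate pH 7.5, 10 mM Mg acetate, 0.01% Tween-20, 0.05% BSA; 6-point qHTS titration about 60 µM downward; luminescence read.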
ELG1 genotoxic: genotoxicity induction in ELG1-luciferase HEK293T cells; HEK293T ELG1-luciferase reporter, luminescence, 16 h; Potency, µM (top dose mostly 46 µM), for the others: at the top dose activity change, positive = activation, actives largely listed as activators; hit rate 1.3% among 330,000; note: potency is the fitted concentration of half-maximal effect; % of control where 0% means no effect; nearly all actives have a fitted effect of over 60% in size
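DMSO vehicle served as control against compound-treated ELG1-luciferase HEK293T cells; exposure lasted 16 hr at 37 °C and 5% CO2, followed by ONE-Glo luminescence detection after 30 min.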
Active calls of the source: *; ? = inconclusive; · = no result given; [ ] = remark or other dose. Unless noted, calls come from the whole dose curve; as a rule, active = well fitted curve in the direction sought with a large enough effect; inconclusive = small, poorly fitted or top-dose-only effect, or another doubt; inactive = no such curve, though single readings can be large; an effect the other way counts as inactive or inconclusive. This is a subset, so the mix of outcomes need not match the whole.

SMILES	BRCA1 expr up	Giardia kill	Rab9 promoter act	VP16 counter	NPC1 prom act	Menin-MLL TR inh	PKM2 activator	p53 reactivator	RORg inh	FLuc modulator	ELG1 genotoxic
O=C(Cn1c(-c2cscn2)nc2ccccc21)Nc1ccccc1F	1%	-6	-1%	0%	-1%	?	-9%	-6%	-13%	-3%	3%
C=CCOCCN(CCOCC=C)C1=NS(=O)(=O)c2ccccc21	-6%	-17	-2%	1%	-3%	3%	3%	-2%	7%	-2%	0%
COCCNC(=O)COc1ccccc1C	-1%	-16	3%	-3%	-1%	10%	2%	-3%	0%	-1%	4%
O=C(CSc1ccc2nnc(-c3ccccn3)n2n1)N1CCOCC1	0%	8	2%	-2%	-4%	1%	5%	2%	-28%	4%	5%
NC(=O)Cc1nc(-c2ccc(Br)cc2)cs1	33%	-13	1%	-3%	0%	-8%	-1%	12%	?	?	3%
COc1cccc(NC(=O)c2cnc(SC)nc2C)c1	41%	-1	-1%	3%	-2%	17%	·	3%	41%	-9%	0%
O=C(Nc1nnc(SCc2ccc(F)cc2)s1)c1ccc2c(c1)C(=O)N(c1ccccc1Cl)C2=O	1%	6	0%	1%	-1%	·	-2%	6%	13%	?	-8%
CC(=O)NC1=NN(C(C)=O)C(c2sccc2C)S1 (configuration not stated)	-39%	-17	1%	27%	-2%	-4%	6%	-2%	-9%	1%	12%
Cc1cc(Cl)c(OCCCNC2CCCC2)c(Br)c1	-58%	-12	-6%	-4%	1%	?	-1%	17%	-30%	1%	-12%
O=C(NNC(=O)c1nc(Cl)ccc1Cl)c1ccc(F)cc1	-19%	5	18%	?	0%	·	2%	-17%	11µM*	3%	-1%
COc1ccc(C2CC(=O)Nc3n[nH]c(-c4ccccc4)c32)cc1OC (configuration not stated)	-1%	-3	-12%	5%	-4%	-14%	0%	-3%	2%	1%	16%
CCSc1nnc(NC(=O)C(NC(=O)c2ccc(Cl)cc2)C(C)C)s1 (configuration not stated)	-6%	1	-3%	-10%	-2%	-3%	4%	26%	?	0%	0%
COCCCC1CCN(C(=O)c2cc(COc3ccc(C)nc3)on2)CC1	-40%	5	-9%	?	-3%	·	-2%	-30%	?	1%	-4%
COc1ccccc1NC(=O)COC(=O)C1CCN(/C=C/C(=O)C(F)(F)F)CC1	9%	-4	1%	-4%	1%	-8%	1%	6%	-5%	-5%	2%
CCSc1cc(N2CCCC2)nc(-c2ccc(C)cc2)n1	-25%	4	-4%	-27%	5%	-17%	-21%	5%	42%	3%	-3%
CC(Oc1ccc(F)cc1)C(=O)Nc1ccccc1C(=O)N1CCCCC1 (configuration not stated)	-3%	-22	-3%	·	-1%	·	·	-8%	·	7%	-3%
O=c1c2cc(Br)ccc2[nH]c(=S)n1Cc1ccccn1	-32%	-7	-6%	?	-1%	-8%	2%	20%	2.8µM*	-13%	0%
COc1ccccc1NC(=O)c1cc2c(CO)cnc(C)c2oc1=Nc1cccc(C(N)=O)c1	-38%	-13	-6%	0%	0%	7%	·	0%	-4%	-1%	11%
N=C1N(/N=C/c2ccccc2)C(=Nc2ccccc2)C(=S)N1c1ccccc1	2%[1.84 µM]	18	?	5µM*	29%	?	-10%	?	4.5µM*	?	11%
O=C(c1cccc(S(=O)(=O)N2CCOCC2)c1)N(Cc1ccco1)Cc1cccs1	5%	14	7%	·	-1%	·	·	-11%	·	6%	-3%
O=C(O)c1cc2c(s1)-c1ccccc1CC2	-26%	-10	8%	-5%	2%	-5%	-10%	-10%	-6%	-16%	2%
COc1ccccc1NC(=O)C(NC(=O)c1ccc(C)cc1)c1ccccc1 (configuration not stated)	-18%	-4	9%	·	-4%	13%	0%	·	·	-8%	5%
O=C(CN1CCN(S(=O)(=O)c2ccccc2)CC1)Nc1ccc2c(c1)OCO2	-1%	-6	1%	-2%	-1%	6%	0%	-2%	19%	3%	-2%
CS(=O)(=O)N(CC(=O)Nc1cccc(Cl)c1Cl)c1ccccc1	0%	-18	-4%	-6%	-1%	4%	-8%	-14%	-3%	-1%	3%
Cc1cccc(-n2c(N)cc(=O)nc2SCC(=O)Nc2ccccc2)c1	-19%	-2	2%	-12%	-1%	0%	8%	-2%	?	-3%	-6%
Cc1ccc(-c2csc(NC(=O)c3ccc(S(=O)(=O)N4CCc5ccccc54)cc3)n2)cc1	-25%	-20	-2%	-3%	-7%	·	-10%	8%	2%	7%	1%
COc1ccc(NC(=O)c2ccc(S(=O)(=O)N3CCCC3)cc2)cc1OC	2%	-4	-8%	·	0%	·	·	-7%	·	5%	3%
COc1ccc(-n2c(COc3ccc(Cl)cc3)nnc2SCc2ccc(C#N)cc2)cc1	-49%	-11	-2%	0%	-2%	13%	-15%	-8%	-6%	2%[2.3 µM]	-11%
O=C(Nc1cc(S(=O)(=O)N2CCOCC2)ccc1N1CCCC1)C1CC1	-5%	-6	-1%	11%	-7%	10%	-4%	3%	6%	3%	-3%
Cc1c(N2C(=O)SC(CC(=O)O)C2=O)c(=O)n(-c2ccccc2)n1C (configuration not stated)	4%	4	-9%	-6%	-4%	1%	3%	0%	-4%	2%	1%
CSc1ccc(NC(=O)Nc2ccc(C(=O)NCC(=O)O)cc2)cc1	67%	28	16%	-16%	-7%	·	18%	10%	2%	?	6%
O=C(NC1CCCCC1)C(c1ccccn1)N(C(=O)c1csnn1)c1ccccc1 (configuration not stated)	-3%	7	1%	-1%	2%	-16%	·	-4%	2%	1%	0%
CCCCNC(=O)N1CCN(c2ccnc3cc(Cl)ccc23)CC1	-28%	4	1%	?	0%	-10%	·	-12%	?	-1%	-9%
O=C(CCCN1C(=O)/C(=C/c2cccs2)SC1=S)Nc1ccc(C(=O)O)cc1	-34%	2	0%	-28%	-3%	?	0%	13%	?	?	4%
COc1ccc(Cc2nnc(NC(=O)c3cc(OC)c(OC)c(OC)c3)s2)cc1OC	-27%	?	-8%	?	-3%	-21%	-18%	1%	7.1µM*	-5%	11%
CCCOc1ccc(CCC(=O)O)cc1	2%	12	-15%	5%	3%	2%	3%	-4%	16%	-5%	0%
O=C(Nc1nonc1-c1ccc(F)cc1)c1ccco1	-22%	-19	-8%	16%	-3%	17%	0%	-1%	-40%	6%	0%
COc1cccc(NC(=O)CN2CCN(CC(=O)Nc3ccccc3Cl)CC2)c1	10%	-2	11%	-5%	-1%	-8%	·	-6%	7%	-1%	-4%
CCOC(=O)c1cnc2ncnn2c1N	0%	2	-5%	7%	-3%	-7%	0%	-1%	-1%	0%	1%
CCOc1ccc(NC(=O)CN2CCN(CC(=O)Nc3ccc(N(C)C)cc3)CC2)cc1	48%	2	-2%	-15%	-4%	-13%	·	14%	-1%	?	7%
Nc1cccc(-c2nnc3n2CCCCC3)c1	-7%	-7	0%	9%	-3%	-9%	8%	16%	-3%	-3%	0%

6 compounds out of the list above, sorted by the number in Menin-MLL TR inh, ascending.
Compound | Menin-MLL TR inh
O=C(NC1CCCCC1)C(c1ccccn1)N(C(=O)c1csnn1)c1ccccc1 (configuration not stated) | -16%
CCOc1ccc(NC(=O)CN2CCN(CC(=O)Nc3ccc(N(C)C)cc3)CC2)cc1 | -13%
CCCCNC(=O)N1CCN(c2ccnc3cc(Cl)ccc23)CC1 | -10%
COc1cccc(NC(=O)CN2CCN(CC(=O)Nc3ccccc3Cl)CC2)c1 | -8%
CCCOc1ccc(CCC(=O)O)cc1 | 2%
O=C(Nc1nonc1-c1ccc(F)cc1)c1ccco1 | 17%

One compound at a time, from the list above. Screens in order: BRCA1 expr up, Giardia kill, Rab9 promoter act, VP16 counter, NPC1 prom act, Menin-MLL TR inh, PKM2 activator, p53 reactivator, RORg inh, FLuc modulator, ELG1 genotoxic
Listed for CCCCNC(=O)N1CCN(c2ccnc3cc(Cl)ccc23)CC1 : -28%, 4, 1%, ?, 0%, -10%, ·, -12%, ?, -1%, -9%
Listed for O=C(Nc1nonc1-c1ccc(F)cc1)c1ccco1 : -22%, -19, -8%, 16%, -3%, 17%, 0%, -1%, -40%, 6%, 0%
